High-throughput results from PubChem BioAssay.
Abeta yeast res: A-beta toxicity reversal in yeast | yeast expressing A-beta42, growth rescue, OD600, 48 h; response scale: 0% DMSO, 100% iron-clioquinol control | Potency, µM (highest dose often 46.1 µM), without a hit: at the highest dose growth rescue, actives largely listed as activators | 0.063% of 410,000 active; note: potency is the fitted concentration of half-maximal effect; nearly all actives have a fitted effect of over 55% in size
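Yeast A-beta toxicity model in growth medium with pinned compounds, 48 h at 30 C; growth read as absorbance at 600 nm. Normalized to FeCl3/clioquinol equimolar mix (positive) and DMSO (negative).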
A549 tox: counter-screen for Nrf2 inhibitors: cytotoxicity in A549 cells | A549 ARE-Fluc cells, CellTiter-Fluor viability, 18-24 h | Potency, µM (top dose mostly 46 µM), for the others: at the highest dose activity change, negative = cytotoxicity, actives largely listed as inhibitors | 0.16% of 390,000 active | AID 504648; note: potency is the fitted concentration of half-maximal effect; % is set by controls: 0 for no effect and ±100 for the full control effect
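A549 ARE_Fluc cells in 5% FBS OPTI-MEM were exposed to compounds in concentration-response for 18-24 h at 37 deg C. Viability was read by CellTiter-Fluor fluorescence (Ex 405/Em 525) after 30 min, before the luciferase read.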
Mm-Cpn inhibitor: inhibitors of Methanococcus maripaludis chaperonin (MmCpn); purified Mm-Cpn ATPase, ADP Transcreener TR-FRET; Potency, µM (doses to about 76.9 µM), for inactives: top-dose activity, negative = inhibition, actives largely listed as inhibitors; 0.031% of 330,000 active; AID 504842; note: potency is the fitted concentration of half-maximal effect; % is set by controls: 0 for no effect and ±100 for the full control effect; nearly all actives have a fitted effect of over 80% in size
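ATPase turnover read by TR-FRET ADP competition (Eu cryptate antibody/ADP-d2, 665/590 nm): 10uM ATP final, 25nM Mm-CPN final, 30 min 37degC after 10-min compound preincubation, pH 7.4 Tris/KCl/MgCl2/DTT buffer.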
Nrf2 activator: activators of Nrf2 (ARE) signaling; AREc32 ARE-luciferase reporter (MCF7-derived line), luminescence, 24 h; Potency, µM (series often up to 46.1 µM), without a hit: at the top dose activation, actives largely listed as activators; 0.31% of 410,000 active; note: potency is the fitted concentration of half-maximal effect; % of control where 0% means no effect; nearly all actives have a fitted effect of over 65% in size
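Quantitative high-throughput format: AREc32 reporter cells, 1000 per well, received compound by pin transfer and were incubated 24 hr at 37 deg C, 5% CO2, before Steady-Glo luminescence detection.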
CCT chaperon mod: modulators of cytosolic chaperonin (CCT/TRiC) activity; activity change, % (no concentration beside the values), hits read low; 0.3% of 360,000 active; purified chaperonin ATPase assay, HTRF ADP detection, 30 min; in the data active = activity change below about -30%; note: % is set by controls: 0 for no effect and ±100 for the full control effect
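Enzyme 40 or 20 nM (batch-dependent) in Tris pH 7.4/KCl/MgCl2/DTT; cpd 76 uM single point; ATP 10 uM; 30 min 37 °C; Transcreener ADP HTRF detection, 30 min RT; ratio 665/615.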
TGFb SMAD3 inh: blocks TGF-b signaling. Potency, µM (top dose mostly 46.1 µM), without a hit: top-dose activity, negative = inhibition, most hits filed as inhibitors. HepG2 CAGA-GFP TGF-b/SMAD3 reporter, GFP fluorescence, 18 h; TGF-beta stimulated, 500 pg/mL final. AID 588855. 1.2% of 410,000 active; note: potency is the fitted concentration of half-maximal effect; % is set by controls: 0 for no effect and ±100 for the full control effect; nearly all actives have a fitted effect of over 65% in size
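HEPG2 CAGA-GFP reporter cells (1000/well, DMEM with 1% FBS) received compounds, then recombinant TGF-beta at 500 pg/mL final for 18 hours at 37 degrees C. Per-cell GFP summed per well was normalised to unstimulated and stimulated DMSO controls before curve fitting.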
HepG2 tox: HepG2 cytotoxicity, counter-screen for TGF-b inhibitors. HepG2 CAGA-GFP viability, ATP luminescence, 18 h. Potency, µM (top dose mostly 46.1 µM), without a hit: at the highest dose activity change, negative = cytotoxicity, hits mostly cytotoxic. 0.76% of 410,000 active; note: potency is the fitted concentration of half-maximal effect; some results filed as inactive show a strong effect at the top dose
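CellTiter-Glo luminescence gave cytotoxicity after 18 hours at 37 degrees C. The cells were HepG2 CAGA-GFP in 1% FBS DMEM, stimulated with 500 pg/mL TGF-beta after compound addition. %Activity was normalised to no-cell wells (complete cell-killing) and DMSO (no toxicity), and curves were fitted and classified.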
Nrf2 inh: Nrf2 pathway inhibition. A549 ARE-Fluc reporter, luciferase luminescence, 18-24 h. 2.1% of 360,000 active. Potency, µM (highest dose often 46 µM), for the others: top-dose activity change, negative = inhibition, most hits filed as inhibitors. AID 504444; note: potency is the fitted concentration of half-maximal effect; % is set by controls: 0 for no effect and ±100 for the full control effect; nearly all actives have a fitted effect of over 60% in size
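A549 ARE_Fluc cells, 5000/well, 5% FBS OPTI-MEM; compounds in dose-response, 18-24 h at 37 °C/5% CO2; CellTiter-Fluor viability read (Ex 405/Em 525), then BugLite luciferase luminescence = Nrf2 activity.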
Akt phos inh: blocks phosphorylation of Akt | Neuro2A IGF-stimulated pAkt S473 HTRF, 20 min; stronger effect = lower value | activity change, % for hits at 50 µM | 0.32% of 360,000 active; in the data active = activity change below about -80%; inconclusive = mostly about -51% to -80%; note: % is set by controls: 0 for no effect and ±100 for the full control effect
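Single-point screen (50 µM final compound) in Neuro2A cells stimulated 20 min with 6 nM IGF at 37 deg C. After lysis, Ser473-phosphorylated Akt read by HTRF (ex 330 nm, em 615/665 nm) as the 665/615 ratio.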
An asterisk follows results filed as active; i = inactive; ? = inconclusive; · = no result given; & = joins results of further samples; ! = repeats disagree; [ ] = another dose, or the depositor's remark. Unless noted, calls come from the whole dose curve; as a rule, active = well fitted curve in the direction sought with a large enough effect; inconclusive = small, poorly fitted or top-dose-only effect, or another doubt; inactive = no such curve, though single readings can be large; an effect the other way counts as inactive or inconclusive.

SMILES	Abeta yeast res	A549 tox	Mm-Cpn inhibitor	Nrf2 activator	CCT chaperon mod	TGFb SMAD3 inh	HepG2 tox	Nrf2 inh	Akt phos inh
COc1cc(C(=O)NCC(c2ccc3c(c2)OCO3)N2CCN(C)CC2)cc(OC)c1OC (centres undefined)	3%	-1%	·	0.5%	·	14%	-3%	·	·
COc1ccccc1N1C(=O)CC(Sc2nccc(C)n2)C1=O (centres undefined)	-6%	10%	2%	-0.7%	0.4	-5%	2%	23%	i
CC(C)Sc1nc2ccccc2n1CC(N)=O	-2%	1%	0%	-0.3%	-1.9	-1%	0%	0%	i
COc1ccc(CCNC(=O)CCc2ccccc2)cc1OC	-11%	2%	·	-0.2%	-0.6	4%	1%	2%	i
CC1CCC2(CC1)Nc1ccccc1C(=O)N2c1ccccc1 (centres undefined)	30%	-5%	0%	-0.9%	-1.3	6%	-14%	?	i
COCCn1c(N)c(N(Cc2ccccc2)C(=O)CN2C(=O)NC(C)(c3ccccc3)C2=O)c(=O)[nH]c1=O (centres undefined)	4%	-2%	-2%	-0.8%	-0.2	6%	-2%	1%	i
COc1ccc(C(=O)NCCCOC(=O)c2ccc(OC)cc2)cc1	-5%	-5%	2%	-0.1%	-0.2	1%	5%	5%	i
O=C(NCc1ccc(F)cc1)C1(c2cccs2)CCOCC1	-7%&6%	18%&5%	2%	0.0%&0.3%	-4.6	0%&0%	0%&-20%	-3%	i
COc1ccccc1C1c2[nH]c3ccccc3c2CCN1Cc1cnc(C)s1 (centres undefined)	-8%	-3%	-1%	0.3%	-3.8	-1%	-5%	0%	i
COc1ccc(CC(NC(C)=O)C(=O)NC2CCN(C(=O)Nc3ccc(Cl)cc3)CC2)cc1OC (centres undefined)	3%	0%	2%	0.5%	-2.1	2%	-12%	3%	i

As entered above.
COc1cc(C(=O)NCC(c2ccc3c(c2)OCO3)N2CCN(C)CC2)cc(OC)c1OC (centres undefined) @ A549 tox: -1%
CC1CCC2(CC1)Nc1ccccc1C(=O)N2c1ccccc1 (centres undefined) @ Mm-Cpn inhibitor: 0%

The results go on:
SMILES	Abeta yeast res	A549 tox	Mm-Cpn inhibitor	Nrf2 activator	CCT chaperon mod	TGFb SMAD3 inh	HepG2 tox	Nrf2 inh	Akt phos inh
COc1ccc(NC(=S)N/C(=N/S(=O)(=O)c2ccc(C)cc2)c2ccccc2)cc1	12%	10%	-1%	4.7%	1.3	7%	-25%	?	i
O=C(CN1CCC(c2nc3ccccc3[nH]2)CC1)Nc1ccc2c(c1)OCO2	11%	6%	0%	0.5%	-0.6	?	-15%	2%	i
Cc1ccc(C(=O)N/N=C2\SCC(=O)N2c2cc(C)ccc2C)cc1	6%	-13%	-1%	0.3%	-0.1	-17%	-27%	-11%	i
O=C(Cc1ccccc1)Nc1nnc(-c2cccs2)s1	10%	-8%	-13%	8.0%	-1.9	13%	2%	-10%	i
Cc1ccc(C)c(-n2c(-c3ccc(Br)cc3)csc2=NC(=O)c2ccccc2F)c1	-3%	-1%	?	-0.1%	-1.1	0%	0%	?	i
Cc1ccc(-c2csc3ncnc(OCC(=O)NC(=O)NCc4ccco4)c23)cc1	-14%	-4%	1%	9.1%	0.0	?	-34%	-17%	·
O=S(=O)(O/N=C1\CCCc2ccccc21)c1ccccc1	3%	-3%	2%	-0.3%	-2.2	3%	1%	-11%	i
Cc1nonc1C1CCCN1Cc1nc(-c2ccc(F)cc2F)oc1C (centres undefined)	9%	10%	-1%	0.1%	-0.2	-10%	3%	-6%	i
Cc1nc2ccccc2n1C(=O)c1cc(-c2ccc(Br)cc2)nc2ccccc12	-32%[inhibitor]	15%	-1%	4.0%	2.5	0%	-7%	·	i
COc1ccc(C(=O)c2c(-c3ccc(OC)cc3)oc3ccc(-c4cc(OC)c(OC)c(OC)c4)cc23)cc1	2%	9%	·	-0.3%	0.2	-7%	-7%	-10%	i
COc1ccc(N(CC(=O)Nc2ccc3c(c2)OCCO3)S(=O)(=O)c2c(C)nn(C)c2C)cc1	3%	0%	1%	0.0%	-5.4	-2%	1%	-16%	i
COC(=O)C(C)Sc1nc2c(cnn2-c2ccccc2)c(=O)[nH]1 (centres undefined)	-2%	?	0%	0.1%	-0.3	-24%	-33%	0%	i
Cc1ccc(/C=[N+](/[O-])C2SC(=S)N(C)C2(C)C)cc1 (centres undefined)	-9%	-6%	-3%	0.2%	-0.5	-18%	7%	8%	i
COc1ccc(OCc2cc(C(=O)NC(C)Cn3cncn3)no2)c(Cl)c1 (centres undefined)	3%	15%	2%	4.0%	-1.9	-14%	-16%	18%	i
Cc1ccc(C2CC2C(=O)NN)cc1 (centres undefined)	-4%	1%	1%	0.4%	-2.8	38%[activator]	-14%	2%	i
COC(=O)c1nnn(CC(=O)Nc2cc(F)ccc2F)c1C(=O)OC	-28%	3%	·	-0.8%	·	-28%	0%	24%	·
C[C@H](CO)N1C[C@H](C)[C@@H](CN(C)C(=O)c2cc(-c3ccccc3)on2)OCc2cnnn2CCCC1=O	-7%	·	·	0.9%	1.5	8%	-2%	·	i
Cc1nc(SCC(=O)NCc2ccco2)c2c(C)c(C)sc2n1	-23%	-1%	-6%	3.9%	0.8	-5%	-6%	?	i
Cc1nn(CCCC(=O)NCc2ccccc2)c(=O)c2nn(-c3ccccc3)c(C)c12	6%&-13%	-9%&3%	3%	0.5%&4.3%	0.2	?	-2%&-7%	-4%&-3%	i
CCN(CC)C(=S)Oc1ccc(Cl)cc1Cl	21%	0%	-2%	-1.1%	-0.6	-18%	10%	4%	i
CSc1ccc(C(=S)N2CCCCCC2)cc1	?	9%	-4%	0.9%	0.4	-11%	-26%	5%	i
CCC(=O)NC(c1cc(Cl)c2cccnc2c1O)C1CC1 (centres undefined)	?	-6%	-2%&0%	-0.5%	·	2µM*	-23%	9%	·
Nc1ccccc1-n1nc2ccc3ccccc3c2n1	-28%	·	·	?	-5.0	-4%	-10%	·	i
Nc1cc(N)nc(SCc2ccccc2)n1	-2%	0%	2%	-0.5%	0.6	-19%	0%	23%	i
O=S(=O)(c1ccccc1)N1CCC2(CC1)CO2	1%	-13%	2%	-0.1%	-5.8	2%	0%	-6%	i
CCc1nnc(NC(=O)CC23CC4CC(CC(Br)(C4)C2)C3)s1	-4%	3%	0%	0.0%	-2.7	0%	-12%	?	i
COc1ccccc1NC(=O)Nn1cnnc1	-14%	-5%	0%	0.7%	-1.2	-5%	-15%	4%	i
CCOC(=O)c1[nH]c2ccc(Br)cc2c1NC(=O)CCN1CCC(C(=O)OCC)CC1	5%	-6%	-4%	5.1%	-0.6	0%	0%	-1%	i
Cc1ccc(NC(=O)NCC2CCN(Cc3cccc(Cl)c3)CC2)cc1Cl	-18%&0%	0%&-14%	0%	0.5%&0.4%	-0.9	?	13µM*!	-17%&-2%	i
CCCCc1nn2c(=O)cc(CN(CC)c3ccccc3)nc2s1	-3%	13%	·	2.7%	·	-5%	-16%	17%	·
CCOC(=O)c1sc(NC(=O)CSc2nc3c(c(-c4ccc(OC)cc4)c2C#N)CCCC3)c(C#N)c1C	12%	-1%	1%	-0.2%	0.8	2%	-8%	0%	i
COCCN1Cc2cccc(C(=O)Nc3ccc(C)c(F)c3)c2C1=O	-22%	1%	·	5.0%	·	0%	-18%	-22%	·
c1ccc(C2=NNC(c3ccco3)=Nc3ccccc32)cc1	11%	8%	-3%	15%	-0.8	-2%	-2%	15%	i
Cc1cc(OCC(=O)Nc2cccc(S(=O)(=O)N3CCCC3)c2)ccc1Cl	9%	-16%	-7%	2.6%	4.0	-4%	-31%	16µM*	i
O=C(Nc1ccc(N2CCOCC2)c(Cl)c1)c1cccc(-n2cnnc2)c1	-3%	-1%	-4%	-0.4%	-3.5	10%	1%	-16%	i
Cc1ccc2[nH]c(CSc3nnc(NC(=O)COc4ccccc4C)s3)cc(=O)c2c1	-19%	9%	·	-0.7%	·	6%	1%	·	·
Cc1onc(-c2ccccc2)c1C(=O)NC(=S)NNC(=O)c1ccc(O)cc1	?	-6%	1%	-0.8%	-2.7	?	-7%	?	i
CC1CCCCN1CC(O)COCc1ccccc1 (centres undefined)	-15%	3%	0%	-0.9%	-0.3	8%	-32%	-4%	i
COCCNC(=O)CCCn1c(SCC(=O)c2ccc(Br)cc2)nc2c(sc3ccccc32)c1=O	9%	-8%	·	-0.7%	·	-1%	0%	16%	·
Cc1ccc2cc3cc(C(=O)N4CCN(c5cccc(C(F)(F)F)c5)CC4)sc3nc2c1	-1%	0%	·	-0.2%	·	7%	10%	2%	·
COc1ccc(OC)c(NC(=O)CSc2nc(O)cc(=O)n2CC(C)C)c1	-13%	10%	-22%	0.0%	-0.8	-8%	10%	11%	i
O=C1/C(=C\c2ccccn2)SC(=S)N1Nc1ncc(C(F)(F)F)cc1Cl	30%	1%	-9%	3.1%	1.6	-1%	3%	-1%	i
COc1ccc(C(=O)N[C@H](C(=O)NC2CCCCC2)C(C)C)cc1	-4%	-2%	2%	-0.6%	1.2	3%	-33%	6%	i
Cc1ccc(S(=O)(=O)n2cccc2CO)cc1	3%	-3%	1%	0.0%	0.0	-11%	-6%	1%	i
CSc1cccc(NC(=O)NNC(=O)C2CCN(S(=O)(=O)N(C)C)CC2)c1	7%	3%	2%	-0.4%	0.9	-1%	-1%	-21%	i
